Screening results (PubChem BioAssay)
MsrA inh: inhibits bovine methionine sulfoxide reductase A. hit rate 0.75% among 360,000. purified bovine MsrA, absorbance read-out. AID 651718. inhibition, % at 15.5 µM; in the data active means inhibition above about 4.5%;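 further: 0% = vehicle wells with enzyme and 100% = reference inhibitor wells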
NadD inh: NadD (S. aureus) enzyme inhibition; inhibition, % at 20 µM; purified NadD enzyme, colorimetric absorbance read-out; hit rate 0.78% among 360,000; in the data active means inhibition above about 26%; further: some compounds past the cut are filed as inactive
Scp1 inh: Scp-1 (human) phosphatase inhibition; Q9GZU7; Recombinant Scp1, phosphopeptide, malachite green phosphate absorbance; inhibition, % at 20 µM; hit rate 0.88% among 340,000;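 active means inhibition above about 50% at 20 µM, limit read from the data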;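 further: plate controls were DMSO wells with enzyme for no effect and wells lacking enzyme for full effect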
Target sequence (Q9GZU7 76-261 limits assumed): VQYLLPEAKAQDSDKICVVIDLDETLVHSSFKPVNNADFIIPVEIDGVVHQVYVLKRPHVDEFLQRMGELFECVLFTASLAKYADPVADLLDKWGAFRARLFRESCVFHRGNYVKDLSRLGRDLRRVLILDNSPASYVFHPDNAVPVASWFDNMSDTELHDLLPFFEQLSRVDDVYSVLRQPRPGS
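Incubation: 45 min enzyme reaction at room temperature / System: truncated SCP-1 phosphatase (76-261aa) / Reagent: Phospho 17-mer peptide substrate / Buffer or medium: Acidic Tris acetate buffer with magnesium and detergent / Signal: absorbance at 630 nm / Doses: one concentration, 20 µM, with 1.0% DMSO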
SUMO1-SIM PPI: modulators of human SUMO1-mediated protein-protein interactions. P63165. SUMO1 binding to a labelled peptide, TR-FRET, 1 h. inhibition, % at 20 µM. hit rate 0.33% among 360,000; in the data active means inhibition above about 37%
Target sequence (P63165 whole entry, looked up): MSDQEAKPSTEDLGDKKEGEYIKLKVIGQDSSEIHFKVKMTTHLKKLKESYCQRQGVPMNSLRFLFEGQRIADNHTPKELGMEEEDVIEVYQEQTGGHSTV
DNMT1 block: DNMT1 (human) enzyme inhibition; P26358; DNMT1 molecular beacon, Hinp1I cleavage, fluorescence; inhibition (reported as % activation of signal), % at 10 µM; hit rate 0.83% among 360,000; AID 588458; in the data active means inhibition above about 50%
Rpn11 inh: blocks the human proteasome subunit Rpn11; O00487; human 26S proteasome, Ub4-pepOG fluorescence polarization; 20S core pre-blocked with epoxomicin; calls only at 20 µM; hit rate 0.59% among 360,000;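 active means inhibition at 20 µM, scaled to each plate's controls, above about 33%, limit read from the data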
CSN deneddyl inh: blocks human CSN-mediated cullin deneddylation; Q92905; Purified CSN, SCF-Nedd8-OG deneddylation, fluorescence polarization; inhibition, % at 12.5 µM; hit rate 0.38% among 360,000; AID 651999;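 active means pattern-corrected inhibition above about 35%, with an unprinted fluorescence ratio check between 0.5 and 1.5, limit read from the data, passing the limit was not always enough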;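 further: 0% = enzyme with substrate and 100% = substrate without enzyme; some results filed as inactive read as strong as hits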
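Assay system: purified human Csn5 enzyme expressed in HEK293T cells; Input: 0.24 nM Csn5 enzyme, final concentration; Reagent: 10 nM SCFSkp2-Nedd8OG; Compound dosing: 12.5 µM single point; Times: reaction 90 min, room temperature; Technique: fluorescence polarization readout.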
LMPTP block: blocks human LMPTP phosphatase; P24666; recombinant LMPTP-A, OMFP fluorogenic substrate, fluorescence intensity; inhibition, % at 20 µM; hit rate 0.22% among 360,000;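 active means compounds that cut the enzyme signal by at least half of the control window in the single-dose screen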;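 further: plate controls were DMSO wells with enzyme plus substrate for no effect and substrate without enzyme for full effect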
Target sequence (P24666 whole entry, looked up): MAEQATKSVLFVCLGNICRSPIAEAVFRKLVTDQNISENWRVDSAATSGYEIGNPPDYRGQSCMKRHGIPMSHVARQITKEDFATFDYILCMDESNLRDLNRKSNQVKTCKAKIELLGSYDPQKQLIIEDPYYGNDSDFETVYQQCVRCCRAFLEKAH
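Test system: LMPTP-A phosphatase enzyme; input: 0.625 nM LMPTP-A final; reagent: OMFP substrate, 400 µM final; compound dosing: 20 µM single dose, 3% DMSO; incubation: 50 min dark incubation at room temperature; measured by: endpoint fluorescence intensity from OMFP dephosphorylation; measure: % inhibition relative to no-enzyme and uninhibited control wells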
Tb MetRS inh: Trypanosoma brucei MetRS inhibition. purified T. brucei MetRS, ATP depletion, Kinase-Glo luminescence. hit rate 0.4% among 360,000. inhibition, % at 11.9 µM;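 active means inhibition above a per-plate cutoff of the control wells' mean inhibition plus 3 SD, cut at about 5.5% in these data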;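 further: 0% = DMSO wells median and 100% = median of wells with control inhibitor compound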
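Dosing: 11.9 µM single point; system: parasite MetRS enzyme; technique: luminescence of leftover ATP; times: 15 min enzyme-compound preincubation, 2 h reaction, 10 min detection, 25 °C; replicates: each compound tested once; read-out basis: percent inhibition relative to median high and low control wells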
STEP inh: inhibitors of human striatal-enriched phosphatase STEP | AID 588621 | hit rate 0.25% among 360,000 | P54829 | inhibition, % at 20 µM | recombinant STEP, OMFP fluorogenic substrate, fluorescence;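 active means inhibition at 20 µM, scaled per plate between control wells, above about 37%, limit read from the data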;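 further: 0% = DMSO with enzyme and substrate and 100% = substrate only without enzyme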
Target sequence (P54829 whole entry, looked up): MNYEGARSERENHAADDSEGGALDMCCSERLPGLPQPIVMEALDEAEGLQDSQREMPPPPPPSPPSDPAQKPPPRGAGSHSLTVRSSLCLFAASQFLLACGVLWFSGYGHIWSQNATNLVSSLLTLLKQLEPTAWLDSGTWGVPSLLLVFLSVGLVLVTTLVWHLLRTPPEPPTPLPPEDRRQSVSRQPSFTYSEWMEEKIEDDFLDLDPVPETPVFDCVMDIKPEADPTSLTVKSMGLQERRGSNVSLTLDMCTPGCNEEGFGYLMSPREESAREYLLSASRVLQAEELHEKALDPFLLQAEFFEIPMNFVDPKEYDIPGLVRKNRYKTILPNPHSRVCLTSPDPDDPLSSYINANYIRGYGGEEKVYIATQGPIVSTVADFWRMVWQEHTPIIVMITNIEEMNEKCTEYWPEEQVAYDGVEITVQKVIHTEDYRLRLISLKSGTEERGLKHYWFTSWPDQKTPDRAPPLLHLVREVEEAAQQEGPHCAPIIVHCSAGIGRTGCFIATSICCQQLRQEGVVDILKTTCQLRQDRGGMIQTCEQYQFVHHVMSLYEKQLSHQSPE
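System: STEP (striatal-enriched tyrosine phosphatase) enzyme, cell-free; medium: Bis-Tris pH 6.0 buffer with DTT, detergent; dosing: 20 µM, 1% DMSO; times: reaction 20 min, ambient temperature; detection: fluorescence, 480/540 nm; read-out basis: normalized % inhibition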
Starred values were filed as active, the others as inactive; i = inactive; . = no result given. Rows were taken by chance; about 3.9% have a hit in one of these screens.

no. | molecule | MsrA inh | NadD inh | Scp1 inh | SUMO1-SIM PPI | DNMT1 block
1 | O=C(Nc1ccc(Cl)cc1)C1CCCN(C2=NS(=O)(=O)c3ccccc32)C1 (configuration not stated) | 0.3 | 2 | -7 | 5 | -5
2 | Cc1cc(S(=O)(=O)N2CCOCC2)c(C)s1 | 0.1 | -3 | -9 | -1 | 0
3 | O=C(Cc1csc(NC(=O)Nc2cccc(Cl)c2)n1)NCc1cccnc1 | -1.2 | 2 | -7 | 4 | -3
4 | COC(=O)c1ccc(NC(=O)c2ccc3c(c2)OCO3)cc1 | -0.9 | -4 | -3 | 3 | -1
5 | Cc1ccc(C2=NN(C(=S)Nc3ccccc3)C(c3ccco3)C2)cc1 (configuration not stated) | 1.7 | 16 | -5 | -3 | -7
6 | CC(C)NC(=O)c1ccc(CN2CCc3ccccc3C2)cc1 | -1.0 | -4 | -1 | -3 | -6
7 | CC(=O)c1cccc(NC(=O)NCCc2c[nH]c3ccccc23)c1 | -1.7 | -4 | -3 | -1 | 0
8 | COc1cc(/C=C(\C#N)C(=O)NCC2CCCO2)ccc1OCC(=O)O (configuration not stated) | 5.5* | 2 | 8 | -13 | -1
9 | COc1ccc(C(=O)c2coc3ccc(O)c(CN4CCOCC4)c23)cc1 | 0.9 | 8 | 0 | -5 | 5
10 | Cc1ccccc1CNS(=O)(=O)c1c(C(=O)N2CCCC2)c(C)n(C)c1C | -0.3 | 0 | -4 | 7 | -2
11 | O=C(c1cc(COc2cccc(C(F)(F)F)c2)on1)N1CCC(Oc2cccnc2)CC1 | -0.1 | 6 | -3 | -1 | 1
12 | Cc1ccc(C)c(C(=O)OCC(=O)NC(=O)NCc2ccccc2)c1 | -0.8 | -8 | . | 16 | 0

no. | Rpn11 inh | CSN deneddyl inh | LMPTP block | Tb MetRS inh | STEP inh
1 | i | 0 | -0.8 | -0.2 | 0
2 | i | -4 | -0.7 | -0.4 | -3
3 | i | -1 | 0.8 | 0.2 | 2
4 | i | 3 | -0.1 | -0.3 | 5
5 | i | -1 | 1.7 | -0.1 | 3
6 | i | -2 | -2.2 | -0.7 | -2
7 | i | 2 | 1.1 | 0.2 | 2
8 | i | -9 | -0.7 | -0.9 | -1
9 | i | -1 | 0.5 | -0.8 | -3
10 | i | 7 | -0.7 | 0.0 | 1
11 | i | -2 | 1.1 | -0.3 | -1
12 | i | -5 | 1.3 | 0.0 | -3

Later entries:
no. | molecule | MsrA inh | NadD inh | Scp1 inh | SUMO1-SIM PPI | DNMT1 block
13 | CCN(C[C@H]1N[C@@](CC)(C(=O)OC)[C@H]2C(=O)N(Cc3ccccc3)C(=O)[C@@H]12)C(=O)c1ccc(F)cc1 | 1.9 | 3 | -8 | 0 | 3
14 | Cc1[nH]n(-c2ccccc2)c(=O)c1S(=O)(=O)c1ccccc1 | -0.4 | -8 | -6 | 2 | -4
15 | COc1ccc(CNC(=O)CN2C(=O)C3C4C=CC(C4)C3C2=O)cc1 (configuration not stated) | -0.3 | -5 | -2 | 0 | 2
16 | O=C(COc1ccccc1)NC1CCN(Cc2ccccc2)CC1 | -0.8 | -6 | -1 | -2 | -5
17 | C(=N\N=C\c1ccccc1)/c1ccccc1 | -0.6 | -1 | -1 | -9 | 1
18 | CC1CCN(CCNC(=O)C2CCCN(c3ncnc4c3nc3n4CCCCC3)C2)CC1 (configuration not stated) | -0.3 | -4 | -8 | 2 | -1
19 | CC(CN1CCCCC1)OC(=O)c1ccccc1Cl (configuration not stated) | 0.3 | -5 | 6 | 2 | 5
20 | O=C(C1=C[C@@H](c2ccc(Br)cc2)C[C@@H](OCCCCO)O1)N1CCOCC1 | -0.1 | 1 | -4 | -1 | 2
21 | FC(F)(F)c1cccc(CNC2CCN(Cc3ccccc3)CC2)c1 | 0.5 | -10 | 0 | -1 | 11
22 | O=C(c1cc(COc2ccc(F)cc2Cl)on1)N1CCN(C2CCCCC2)C(=O)C1 | 0.3 | -2 | -7 | 6 | 1
23 | COc1cccc(C2NC(CC(C)C)(C(=O)O)C3C(=O)N(Cc4ccccc4)C(=O)C23)c1O (configuration not stated) | -1.0 | 1 | -7 | -1 | 2
24 | CCN(CC(=O)NCc1ccc(Cl)cc1)C(=O)c1cc2ccccc2o1 | 0.5 | -13 | -5 | 1 | 2

no. | Rpn11 inh | CSN deneddyl inh | LMPTP block | Tb MetRS inh | STEP inh
13 | i | -4 | -1.7 | 0.4 | 1
14 | i | 1 | 1.3 | -0.2 | -5
15 | i | 0 | -1.8 | -0.4 | -4
16 | i | 1 | -0.1 | -1.1 | -1
17 | i | 6 | -0.7 | -0.7 | 2
18 | i | 2 | 0.3 | -0.2 | 1
19 | i | 1 | -0.7 | -0.5 | 6
20 | i | -3 | -1.1 | 0.1 | -2
21 | i | 1 | -2.3 | -1.4 | -2
22 | i | 0 | 1.7 | 1.1 | 1
23 | i | -2 | 1.1 | -0.7 | 0
24 | i | 7 | 0.8 | 1.3 | 2

More entries
no. | molecule | MsrA inh | NadD inh | Scp1 inh | SUMO1-SIM PPI | DNMT1 block
25 | Cc1ccc(-c2ocnc2C(=O)Nc2nc(C)cs2)cc1 | 0.1 | -4 | -7 | -5 | 1
26 | Nc1nc(Cl)cc(Oc2ccc([N+](=O)[O-])cc2)n1 | 1.2 | -2 | -4 | -24 | 1
27 | OCc1ccc(-c2ccc3nccn3c2)cc1 | 1.2 | 1 | . | 0 | 15
28 | COc1ccc(C2C(C(=O)NCC3CCCO3)CCC(=O)N2c2ccc3c(c2)OCO3)cc1 (configuration not stated) | -1.4 | 5 | 2 | 3 | -3
29 | CCOc1ccc(Cl)cc1S(=O)(=O)N1CCC(C(=O)NCC2CCCO2)CC1 (configuration not stated) | -0.5 | -2 | 4 | 2 | 4
30 | O=C(Nc1cccc(C(=O)N2CCOCC2)c1)c1cccnc1 | 0.4 | -2 | -4 | 3 | -3
31 | Clc1ccc(OCc2cn3cccnc3n2)c2ncccc12 | -0.1 | 7 | 3 | -20 | 3
32 | C=CCN1C(=O)/C(=C2/Sc3ccccc3N2CCCS(=O)(=O)O)SC1=S | 0.9 | 4 | 86* | 13 | 67*
33 | CC(=O)N(CCc1cccc(C)c1)Cc1cc2ccc(C)cc2[nH]c1=O | 0.6 | 0 | 0 | -6 | 0
34 | COc1cc2c(cc1OC)CN(C(=O)CN1C(=O)NC3(CCCCC3C)C1=O)CC2 (configuration not stated) | 1.2 | 1 | -10 | -2 | 3
35 | Cc1ccc(NC(=O)NCc2ccc3c(c2)OCO3)cc1C | -0.4 | 0 | -5 | 3 | 1
36 | COc1cc(NC(=O)c2c(F)cccc2F)nc(OC)n1 | . | -2 | 2 | 4 | 8

no. | Rpn11 inh | CSN deneddyl inh | LMPTP block | Tb MetRS inh | STEP inh
25 | i | 2 | 0.9 | -0.9 | -3
26 | i | 4 | 1.0 | 4.5 | 0
27 | i | 0 | 0.7 | -0.2 | -3
28 | i | 1 | -1.5 | -0.2 | 2
29 | i | 6 | -1.3 | -1.1 | 0
30 | i | -5 | -0.8 | 0.2 | 3
31 | i | 0 | -1.9 | -1.8 | 1
32 | i | 24 | 5.6 | -1.1 | 11
33 | i | 3 | 1.3 | -0.3 | -3
34 | i | -2 | -1.2 | -0.3 | -2
35 | i | 4 | -1.7 | 1.9 | 5
36 | i | 1 | -0.4 | -0.5 | 1

Sorted by molecular weight (smallest number first): part of the list above
no. | molecule | MsrA inh | NadD inh | Scp1 inh | SUMO1-SIM PPI | DNMT1 block
27 | OCc1ccc(-c2ccc3nccn3c2)cc1 | 1.2 | 1 | . | 0 | 15
26 | Nc1nc(Cl)cc(Oc2ccc([N+](=O)[O-])cc2)n1 | 1.2 | -2 | -4 | -24 | 1
36 | COc1cc(NC(=O)c2c(F)cccc2F)nc(OC)n1 | . | -2 | 2 | 4 | 8
35 | Cc1ccc(NC(=O)NCc2ccc3c(c2)OCO3)cc1C | -0.4 | 0 | -5 | 3 | 1
25 | Cc1ccc(-c2ocnc2C(=O)Nc2nc(C)cs2)cc1 | 0.1 | -4 | -7 | -5 | 1
31 | Clc1ccc(OCc2cn3cccnc3n2)c2ncccc12 | -0.1 | 7 | 3 | -20 | 3
33 | CC(=O)N(CCc1cccc(C)c1)Cc1cc2ccc(C)cc2[nH]c1=O | 0.6 | 0 | 0 | -6 | 0
34 | COc1cc2c(cc1OC)CN(C(=O)CN1C(=O)NC3(CCCCC3C)C1=O)CC2 (configuration not stated) | 1.2 | 1 | -10 | -2 | 3
29 | CCOc1ccc(Cl)cc1S(=O)(=O)N1CCC(C(=O)NCC2CCCO2)CC1 (configuration not stated) | -0.5 | -2 | 4 | 2 | 4
28 | COc1ccc(C2C(C(=O)NCC3CCCO3)CCC(=O)N2c2ccc3c(c2)OCO3)cc1 (configuration not stated) | -1.4 | 5 | 2 | 3 | -3

no. | Rpn11 inh | CSN deneddyl inh | LMPTP block | Tb MetRS inh | STEP inh
27 | i | 0 | 0.7 | -0.2 | -3
26 | i | 4 | 1.0 | 4.5 | 0
36 | i | 1 | -0.4 | -0.5 | 1
35 | i | 4 | -1.7 | 1.9 | 5
25 | i | 2 | 0.9 | -0.9 | -3
31 | i | 0 | -1.9 | -1.8 | 1
33 | i | 3 | 1.3 | -0.3 | -3
34 | i | -2 | -1.2 | -0.3 | -2
29 | i | 6 | -1.3 | -1.1 | 0
28 | i | 1 | -1.5 | -0.2 | 2

Further results:
no. | molecule | MsrA inh | NadD inh | Scp1 inh | SUMO1-SIM PPI | DNMT1 block
37 | COc1ccccc1NS(=O)(=O)c1cccc(NS(=O)(=O)c2cc(C(=O)O)ccc2OC)c1 | 1.6 | -1 | -12 | 10 | -1
38 | COc1cc(C(O)c2nc(-c3ccc(C)c(C)c3)cs2)ccc1F (configuration not stated) | -0.5 | -6 | . | -8 | -6
39 | CC(=O)N1CCN(C(=S)NC(=O)c2ccc(S(=O)(=O)N3CCOCC3)cc2)CC1 | 0.0 | -5 | -2 | 0 | 9
40 | O=C(Nc1cc(Cl)ccc1N1CCOCC1)c1ccc(F)c(S(=O)(=O)N2CCOCC2)c1 | 2.4 | -1 | -4 | 3 | -3
41 | N#Cc1cccc(CN2CCCN(Cc3ccc(F)cc3)S2(=O)=O)c1 | 0.3 | -5 | -13 | -1 | -1
42 | Nc1ccccc1-c1ccc([N+](=O)[O-])cc1 | -0.1 | 2 | -7 | -30 | 1

no. | Rpn11 inh | CSN deneddyl inh | LMPTP block | Tb MetRS inh | STEP inh
37 | i | 0 | -1.1 | 0.4 | -3
38 | i | 1 | 3.1 | -0.3 | -1
39 | i | 4 | -0.8 | 0.1 | 1
40 | i | -2 | 0.3 | -0.3 | 1
41 | i | 2 | 3.4 | -0.1 | 0
42 | i | -2 | -1.2 | 0.2 | -3
